TDP2 absorb: TDP2 (human) inhibition, absorbance primary screen. AID 720702. inhibition, % at 12.8 µM. 370,000 tested, 0.34% active. recombinant TDP2, T5PNP hydrolysis, p-nitrophenol absorbance 415 nm;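 active means inhibition above the mean of all tested compounds plus 3 SD, set per campaign, cut at about 25% in these data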;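 further: 0% = DMSO with enzyme and 100% = buffer with substrate but no TDP2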
Target sequence (O95551 whole entry, looked up): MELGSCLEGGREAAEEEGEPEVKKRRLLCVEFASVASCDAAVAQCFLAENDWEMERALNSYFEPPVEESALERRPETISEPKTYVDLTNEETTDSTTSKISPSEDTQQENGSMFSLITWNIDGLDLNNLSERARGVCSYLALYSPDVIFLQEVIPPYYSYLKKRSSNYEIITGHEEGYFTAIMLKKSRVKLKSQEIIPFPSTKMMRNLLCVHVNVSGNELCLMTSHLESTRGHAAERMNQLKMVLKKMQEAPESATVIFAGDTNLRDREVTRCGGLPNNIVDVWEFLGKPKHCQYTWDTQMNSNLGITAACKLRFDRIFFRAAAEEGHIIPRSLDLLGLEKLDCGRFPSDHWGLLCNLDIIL
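test system = human TDP2 enzyme | input = TDP2 enzyme at 120 nM final | medium = 50 mM Tris-HCl pH 7.5 with Mg2+, KCl, DTT, BSA | also added = T5PNP substrate, 5 mM | times = 2 h at 37 °C | technique = epi absorbance | benchmarks = high control without enzyme, low control DMSO plus TDP2 | replication = each compound tested once, singlicate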
ABHD4 inh: inhibits mouse alpha/beta hydrolase domain 4; Q8VD66; AID 720543; inhibition, % at 8.92 µM; 370,000 tested, 0.54% active; purified mABHD4, FP-Rh probe fluorescence polarization;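 active means inhibition exceeding the mean over every tested compound plus 3 SD, cut at about 30% in these data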;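 further: 0% = plate median of compound wells and 100% = S159A mutant with DMSO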
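Assay system: wild-type mouse ABHD4 protein; compound: single nominal dose of 8.92 µM, 0.89% DMSO final; schedule: 45 min + 60 min at 25 °C; measured by: FP readout, ex 525 nm / em 598 nm; evaluation: % inhibition of FP-Rh probe binding versus controls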
HTRA1 inh: HTRA1 (human) protease inhibition; Q92743; recombinant HTRA1, FP-rhodamine activity-based probe, fluorescence polarization; inhibition, % at 5.96 µM; 340,000 tested, 0.5% active; AID 504803; in the data active means inhibition above about 36%;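 further: 0% = enzyme with DMSO and 100% = wells lacking enzyme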
Target sequence (Q92743 whole entry, looked up): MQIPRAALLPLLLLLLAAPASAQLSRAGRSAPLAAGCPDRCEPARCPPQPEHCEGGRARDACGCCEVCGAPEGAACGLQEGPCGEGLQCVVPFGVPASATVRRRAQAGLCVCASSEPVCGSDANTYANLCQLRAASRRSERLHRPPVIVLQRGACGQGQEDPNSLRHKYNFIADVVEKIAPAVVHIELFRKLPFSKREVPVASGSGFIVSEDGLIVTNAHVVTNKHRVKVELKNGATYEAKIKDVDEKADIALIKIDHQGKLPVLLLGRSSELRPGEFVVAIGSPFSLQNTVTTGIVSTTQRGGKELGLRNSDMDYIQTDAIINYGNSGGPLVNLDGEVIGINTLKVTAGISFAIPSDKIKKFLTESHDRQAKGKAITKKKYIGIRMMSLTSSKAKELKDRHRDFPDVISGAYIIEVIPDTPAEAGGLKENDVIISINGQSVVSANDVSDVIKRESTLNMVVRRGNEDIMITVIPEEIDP
LEDGF integ inh: blocks HIV-1 LEDGF/p75-dependent DNA integration. TR-FRET IN-LEDGF/p75 DNA integration, Eu/Cy5. inhibition, % at 3.7 µM. 370,000 tested, 0.64% active;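 active means inhibition above the screen-wide mean plus 3 SD, cut at about 13% in these data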;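 further: signal is the Cy5 over europium emission ratio at 671 and 618 nm; 0% = plate median of compound wells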
PRMT1 FP inh: inhibitors of human PRMT1 | Q99873 | recombinant PRMT1, activity-based probe fluorescence polarization | inhibition, % at 2.79 µM | 370,000 tested, 1.3% active;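 active means inhibition above about 21% made by adding two undisclosed values, limit read from the data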
rCAG binder: molecules binding r(CAG) RNA repeats; r(CAG) RNA repeat, TO-PRO-1 dye displacement fluorescence; inhibition, % at 3 µM; 370,000 tested, 1.3% active; AID 651821;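 active means inhibition above the plate cutoff, the mean of all test compounds on that plate plus 3 SD, cut at about 35% in these data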;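 further: 0% = DMSO alone and 100% = 100 µM mitoxantrone as full dye displacement; higher means more dye released from RNA so lower well fluorescence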
TCR-CD3 inh: inhibitors of human TCR-CD3 interaction | TAMRA-labeled TCR probe fluorescence, biochemical | 360,000 tested, 0.37% active | inhibition, % at 9.4 µM; in the data active means inhibition above about 19%;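 further: recombinant mutant TCR 2C K166C tagged with TAMRA read by polarization; 0% = receptor in buffer alone and 100% = receptor with positive control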
SIAE inh: human SIAE inhibition, primary screen | Q9HAT2 | SIAE FP-Rh probe binding, fluorescence polarization | inhibition, % at 9.66 µM | 370,000 tested, 0.69% active;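 active means inhibition above a cutoff: mean of compounds within the control limits plus 3 SD of those, cut at about 17% in these data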;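 further: 0% = plate median of compound wells and 100% = probe without SIAE protein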
NPR2 activator: GC-B (human) receptor activation; activation, % at 10 µM; HEK293-GC-B cells, CNP EC30, cGMP TR-FRET; 0% at EC30 CNP, 100% saturating CNP; AID 1920062; 370,000 tested, 0.11% active; P20594;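 active means activation at 10 µM reaching about 35% in either raw or pattern-adjusted values, limit read from the data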
MBD2 inh: blocks human MBD2 binding to methylated DNA. Q9UBB5. TR-FRET, MBD2 binding to methylated oligonucleotide. inhibition, % at 4.4 µM. 370,000 tested, 0.31% active; in the data active means inhibition above about 13%
An asterisk follows results filed as active; / = not tested or not shown. Only part of the results is shown. The share of hits here may be higher or lower than overall.

The opening 2 entries, ahead of the listing:
mol,TDP2 absorb,ABHD4 inh,HTRA1 inh,LEDGF integ inh,PRMT1 FP inh,rCAG binder,TCR-CD3 inh,SIAE inh,NPR2 activator,MBD2 inh
Cc1cc(C)n(CC(=O)NCc2cc(-c3nn(C)c(=O)c4ccccc34)ccc2C)n1,-4,1,2,1,-1,2,-4,-3,-2,4
COc1ccc(N2CC(NC(=O)N(C)CCC#N)CC2=O)cc1 (stereo unspecified),-8,0,3,0,-2,0,-1,-3,3,0

This part in full (from the top)
mol,TDP2 absorb,ABHD4 inh,HTRA1 inh,LEDGF integ inh,PRMT1 FP inh,rCAG binder,TCR-CD3 inh,SIAE inh,NPR2 activator,MBD2 inh
Cc1cc(C)n(CC(=O)NCc2cc(-c3nn(C)c(=O)c4ccccc34)ccc2C)n1,-4,1,2,1,-1,2,-4,-3,-2,4
COc1ccc(N2CC(NC(=O)N(C)CCC#N)CC2=O)cc1 (stereo unspecified),-8,0,3,0,-2,0,-1,-3,3,0
Cc1noc(NS(=O)(=O)c2ccc(NC(=O)CCN3C(=O)c4ccccc4C3=O)cc2)c1C,9,1,5,-2,1,14,1,-1,7,0
COc1cc(C)c(Cl)cc1S(=O)(=O)N1CCCC1,4,4,/,1,0,-4,0,4,-3,0
Cc1ccc([N+](=O)[O-])c(NC(=O)COC(=O)C2CC3CCCC(C2)C3=O)c1C (stereo unspecified),10,-2,3,1,-1,-1,-1,-1,1,2
Cc1ccc(C#N)c(SCc2cccc(Br)c2)n1,11,-7,-24,1,-2,-1,-4,-7,-3,1
O=C(O)C(Cc1ccccc1)N1C(=O)/C(=C/c2ccccc2)SC1=S (stereo unspecified),-1,-3,-23,-1,2,53*,-4,-3,0,-2
CCOC(=O)c1ccc(NC(=S)NCCc2ccc(OC)c(OC)c2)cc1,7,-5,-5,4,-5,3,-5,14,12,-3
CC(CC(=O)NNC(=O)c1cccc(Cl)c1)c1ccccc1 (stereo unspecified),-9,1,-4,-7,0,2,-7,2,4,0
CC(C)c1ccc(S(=O)(=O)NC2CCS(=O)(=O)C2)cc1 (stereo unspecified),0,4,0,-5,1,0,-1,2,3,-3
Nc1nnc(CC(c2ccccc2)c2ccccc2)s1,6,3,-5,0,1,1,3,6,-13,-6
CN(CC(=O)Nc1ccc(Cl)c(Cl)c1)C(=O)C1CCCC1,-1,8,-4,-1,6,4,3,1,-7,-3
CCCCNC(=O)C1CCCN1C(=O)Nc1ccc2c(c1)OCO2 (stereo unspecified),2,5,/,0,2,2,/,0,1,-1
CCC(C)C(=O)Nc1nc(-c2ccc3c(c2)NC(=O)CO3)cs1 (stereo unspecified),-1,-11,-25,2,18,2,-7,-7,0,2
COc1ccc(Cc2nnc(SCc3nc4ccccc4c(=O)[nH]3)o2)cc1,0,-6,6,-2,1,-1,3,-1,-4,1
C/C(=N\Nc1nc2ccccc2[nH]1)c1ccc(Cl)s1,-15,31*,11,6,-1,4,2,11,-5,-5
CCCCOC(=O)c1ccc(NC(=S)N2CCN(c3ncc4c(=O)c(C(=O)O)cn(CC)c4n3)CC2)cc1,-9,1,1,-3,-2,3,-2,1,0,3
Cc1[nH]c(=S)c(C#N)c(C)c1CCC#N,5,1,10,2,10,0,-3,5,-4,-1
CCCn1cc(C(=O)N(C)C2CCCN(Cc3ccccc3F)C2)c(C)n1 (stereo unspecified),-2,4,-2,-1,2,-11,-4,8,3,-7
CC(C)(C)c1cc(C(=S)N2CCN(CCO)CC2)cc(C(C)(C)C)c1O,-6,1,4,5,27*,-3,-10,4,0,6
Cc1ccc(S(=O)(=O)NC(CC(C)C)C(=O)N2CCOCCOCCOCCOCC2)cc1 (stereo unspecified),20,0,1,-1,2,-7,7,1,0,-3
Cc1nc(N2CCN(S(=O)(=O)c3ccccc3C#N)CC2)c2c(-c3ccccc3)csc2n1,6,-7,6,2,-3,2,-1,-1,2,4
O=C(Cc1ccccc1)NCC(=O)N1CCN(c2ccc(F)cc2)CC1,-1,-1,8,1,-1,1,-6,-4,0,-3
CCCCCCCC(=O)OCC(COC(=O)CCCCCCC)OC(=O)CCCCCCC,3,7,3,-1,-3,-1,5,8,-5,-4
Cc1ccc(/C=N/NC(=O)c2nnn(-c3nonc3N)c2-c2cccs2)cc1,5,-7,-76,0,1,2,1,-10,-4,-3
O=C(CCSc1ccc(Cl)cc1)N1CCN(c2ccc(O)cc2)CC1,6,18,11,-1,9,-2,-2,9,-3,4
O=C(Nn1cnc2ccccc2c1=O)c1ccc([N+](=O)[O-])cc1,1,-3,-3,4,1,0,9,1,2,2
Cc1ccc(C2(C)NC(=O)N(CC(=O)NNC(=O)c3ccccc3)C2=O)cc1 (stereo unspecified),-6,0,-3,-3,-4,4,3,6,3,-11
CCO[C@@H]1OC(C(=O)NC2CC2)=C[C@H](C2CC2)[C@H]1CCCO,-1,2,-4,2,0,1,-8,4,6,2
CN1CCN(c2nc(-c3ccccc3O)nc3ccccc23)CC1,5,3,-9,1,-2,0,2,-5,3,1
Cc1ccc(C(=O)Nc2ccccc2C(=O)N2CC(C)OC(C)C2)cc1 (stereo unspecified),7,-5,0,2,-3,2,2,-12,6,3
Cc1ccccc1OCC(=O)Nc1ccc2c(c1)COC2=O,2,5,-4,3,-3,5,7,-1,-6,-1
CC1(C)C(=O)Nc2ccccc2N1C(=O)COC(=O)c1cc(S(C)(=O)=O)ccc1Cl,-3,-2,5,-4,3,3,-4,6,-1,2
COc1cc2c(cc1OC)C(c1ccccc1[N+](=O)[O-])=NCC2,-8,-3,/,2,-2,1,7,-2,-2,1
COc1ccc(-n2nnnc2SCC(=O)Nc2ccccc2N2CCOCC2)cc1OC,-9,4,-5,-4,-2,-2,-2,0,4,2
Cc1nc(N2CCN(C(=O)c3ccco3)CC2)c2oc3ccccc3c2n1,-6,0,1,-7,-2,0,-4,-5,1,0
COC(=O)c1cc(-c2ccc(OC)c(OC)c2)on1,-10,-1,-5,0,3,-1,4,0,14,0
CC(=O)Nc1ccc(NC(=O)Nc2ccc(C)c(C)c2)cc1,4,-2,3,1,1,3,5,0,4,-2
COc1ccc(C(=O)Nc2ccc3c(c2)OCO3)cc1S(=O)(=O)N1CCOCC1,-2,-2,-1,-5,7,5,-1,5,1,-4
COc1ccc(OCC(=O)OC2CCN(C)CC2)cc1,-1,0,0,4,-2,-1,-7,1,-9,8
COC(=O)[C@]12C[C@H](CC(=O)N3CCCCC3)C(=O)N(Cc3ccccc3)C1=C[C@H](C(C)(C)C)O[C@@H]2C,9,6,/,-1,1,0,-2,1,-7,3
CC(=O)Nc1ccc(CN2CCC(n3nccc3NC(=O)CCc3ccccc3)CC2)cc1,-4,-1,-1,-2,-1,-2,3,-9,3,-1
CC(C)CC(=O)NC(=S)Nc1sc2c(c1C(N)=O)CCC2,-13,-9,-2,-1,13,0,-2,0,6,2
COc1cccc(-c2nc(CS(=O)(=O)CC(=O)N3CCc4ccccc4C3)c(C)o2)c1,2,-4,4,-3,0,2,-4,-6,-5,-3
NS(=O)(=O)c1ccc2c(c1)C1C=CCC1C(C1CC=CCC1)N2 (stereo unspecified),9,26,64*,21*,37*,62*,1,10,0,5
CC(C)Nc1nc(NC(C)C)nc(N(C)N)n1,5,3,-1,6,-2,-4,-3,4,4,2
CCc1ccc2[nH]c3nc(SCc4nnc(-c5ccc(C)cc5)o4)nnc3c2c1,1,3,3,1,2,-2,-1,2,-2,4
CCCCC[C@H](O)/C=C/[C@H]1CCC(=O)[C@@H]1CCCCCCC(=O)N1CCCCC1CO (stereo partly specified),9,-6,-3,0,-4,-11,6,-2,-10,0
CC(=O)c1ccc(-n2nnnc2SCC(=O)Nc2sc(C)c(C)c2C#N)cc1,-12,4,-4,-2,16,18,5,-2,1,10
C/C(=N/NC(=O)CCc1ccccc1)c1ccco1,-11,4,-4,-7,3,-2,-5,0,3,6
Cc1cc(C(=O)N2CCCC(C)(C(=O)NS(=O)(=O)C3CC3)C2)n(C(C)(C)C)n1 (stereo unspecified),2,-2,/,-2,-1,2,4,-4,5,-1
CCOc1cc(C(=S)N2CCCCC2)ccc1OS(=O)(=O)c1ccc(Br)cc1,9,-3,-14,-2,0,-2,-3,-2,-2,-2
COc1ccccc1Nc1nc(N)nc(CSC(=S)N2CCCCC2)n1,10,-5,-20,1,-7,0,2,-3,2,0
COCCOCCn1c(CCCO)nc2ccccc21,14,5,-2,2,1,-3,-5,-1,8,-1
CCOC(=O)C(NC(=O)C1CCCN1C(=O)OCc1ccccc1)C(=O)OCC (stereo unspecified),0,6,0,-1,0,-8,11,0,-3,2
CCOC(=O)N1CCN(c2c(NCc3ccc(N(C)C)cc3)c(=O)c2=O)CC1,-2,1,-2,-2,-2,1,4,1,-5,3
Cc1cccc(C)c1NS(=O)(=O)c1ccc(OCCNS(C)(=O)=O)cc1,-8,-7,-5,3,-3,2,-9,-5,-1,-5
Cc1sc2ncnc(SCC(=O)N3CCCCC3)c2c1C,2,-5,-1,-3,-1,-7,4,6,-1,3
Cc1ccc(NC(=O)CNC(=O)c2cccs2)cc1S(=O)(=O)Nc1ccc(Cl)cc1,-14,-21,-57,1,2,18,2,-44,-9,-1
O=C(COC(=O)CC1SC(N2CCCC2)=NC1=O)Nc1ccc(Br)cc1 (stereo unspecified),3,1,8,-6,1,-2,-6,-5,-3,3

(listing goes on)
mol,TDP2 absorb,ABHD4 inh,HTRA1 inh,LEDGF integ inh,PRMT1 FP inh,rCAG binder,TCR-CD3 inh,SIAE inh,NPR2 activator,MBD2 inh
CC(=O)c1ccc(N2C(=O)CC(N3CCN(S(=O)(=O)c4ccc(C)c(C)c4)CC3)C2=O)cc1 (stereo unspecified),-3,1,-2,-1,3,6,-3,1,3,3
O=C(Cn1nnc(-c2ccccc2NC(=O)c2ccccc2)n1)Nc1ccc2c(c1)OCCO2,-15,0,-2,-3,1,8,1,2,-3,1
O=C(CS(=O)(=O)Nc1ccc(F)cc1Cl)Nc1ccc(F)cc1Cl,-18,-15,6,5,-5,13,-7,0,1,-3
Clc1cccc(N2CCN(Cc3nnc(-c4ccccc4)o3)CC2)c1,6,5,5,0,1,-1,-4,3,4,-2
Cc1ccc(NC(=O)N2CCCN(Cc3ccc(F)cc3)C2)cc1C,0,2,4,1,-1,2,-4,2,-5,1
COC(=O)c1ccc(N)c2c(N)ccc(C(=O)OC)c12,1,20,/,0,5,6,5,10,0,-9
COc1cccc(/C=C2\SC(=S)N(N3CCOCC3)C2=O)c1OC,-10,-2,-1,0,1,-2,2,-8,3,1
Cc1cc(C(=O)CSc2nnc(-c3ccc(Cl)cc3)n2CC2CCCO2)c(C)n1C (stereo unspecified),-2,-1,2,0,2,-1,4,-5,12,-4
COc1cc([N+](=O)[O-])ccc1NC(=O)C1C2C=CC(C2)C1C(=O)O (stereo unspecified),-4,1,9,3,0,1,5,-4,6,-6

From PubChem
